D1 mod: allosterically modulates the human D1 dopamine receptor | B-score at 10 µM | HEK293 D1, CRE-luciferase, dopamine EC30 potentiation; actives deviate in either direction | P21728 | 5.9% of 58,000 active;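 active means luminescence count or its row- and column-corrected plate score outside the 99.7% band of the plate's sample wells, on either side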
Target sequence (P21728 whole entry, looked up): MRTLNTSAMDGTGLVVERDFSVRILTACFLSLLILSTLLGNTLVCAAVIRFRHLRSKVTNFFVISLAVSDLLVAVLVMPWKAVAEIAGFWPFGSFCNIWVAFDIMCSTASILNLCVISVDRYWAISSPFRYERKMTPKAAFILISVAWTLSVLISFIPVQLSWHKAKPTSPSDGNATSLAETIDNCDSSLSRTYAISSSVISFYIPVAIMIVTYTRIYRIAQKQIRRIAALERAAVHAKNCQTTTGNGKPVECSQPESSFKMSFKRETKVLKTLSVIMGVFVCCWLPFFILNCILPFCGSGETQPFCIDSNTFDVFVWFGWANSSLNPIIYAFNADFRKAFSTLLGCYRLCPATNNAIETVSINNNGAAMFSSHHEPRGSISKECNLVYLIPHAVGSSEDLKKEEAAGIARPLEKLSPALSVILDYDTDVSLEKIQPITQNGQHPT
M1 ag: agonists of M1 muscarinic receptor | AID 626 | CHO-M1 cells, Fluo-4 calcium fluorescence, agonist mode; active compounds read high | B-score at 10 µM | 3% of 64,000 active;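 active means fluorescence rise, raw or as B-score row- and column-corrected plate score, outside the 99.7% band of its plate's samples, either direction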
M1 antag: blocks the rat M1 muscarinic receptor response to acetylcholine; CHO-M1 cells, Fluo-4 calcium, ACh EC80 antagonist mode; active compounds read low; B-score at 10 µM; 3.4% of 64,000 active;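 active means calcium fluorescence response, raw or row-and-column corrected B-score, differing from the plate sample mean either way at a set confidence level, mostly lower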
Hsp90 inh: displaces geldanamycin probe from tumor Hsp90. 0.35% of 64,000 active. inhibition, % at 30 µM. P07900. NCI-N417 lysate Hsp90, Cy3B-geldanamycin FP displacement. AID 429;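 active means inhibition above 50%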;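 further: 0% = tracer plus lysate wells and 100% = tracer alone without lysate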
NADH coupling: blocks coupling enzymes of NAD/NADH assays; coupled PK/LDH NADH assays, four targets; IC50, µM (series often up to 10 µM), for inactives: top-dose inhibition; 0.02% of 65,000 active; AID 774;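 active means single-dose screening hits from any of four coupled enzyme assays that gave an IC50 when retested across doses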;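 further: the DPM-DC format reads NADH fluorescence rather than 340 nm absorbance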
Autofluor 339: intrinsic fluorescence of library compounds, ex339/em460 – biochemical, MLSMR library, data from DPM-DC assay, artefact control, profiling panel; compound autofluorescence, ex339/em460 nm, NADH buffer; active compounds read high; 1 = no-compound wells, NADH background; fluorescence fold increase at 10 µM; 5.5% of 65,000 active;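 active means at 10 µM, mean starting fluorescence two-fold or more over control wells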;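 further: signal is the first read of a kinetic run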
Her2 expr inh: Her2 kinase expression inhibition | SKBR-3 HER2 protein level, AlphaScreen, 18-24 h; active compounds read low | HER2 level % of control, % at 10 µM | 0.69% of 65,000 active | AID 645 | P04626;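 active means HER2 level under 5% of the carrier-only control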;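 further: 100% = DMSO carrier and 0% = 500 nM PU-H71 HSP90 inhibitor; lower value means stronger loss of Her2 protein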
E coli RNAP: blocks E. coli RNA polymerase transcription. inhibition, %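 (tested at 10 µM)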. AID 559. P0A8V2. fluorescence transcription assay. 0.2% of 62,000 active; in the data active means inhibition above about 20%;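 further: 0% = enzyme without compound and 100% = no enzyme blank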
5HT1a ag: 5-HT1a (human) receptor agonism. P08908. CHO 5-HT1a Ga15 NFAT-bla reporter, FRET ratio; 0% basal, 100% maximal reference agonist. activation, % at 10 µM. 0.56% of 65,000 active. AID 567;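 active means activation above the screen-wide mean activation plus 3 SD, cut at about 19% in these data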;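 further: 0% = DMSO wells and 100% = 5-CT at EC100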
Target sequence (P08908 whole entry, looked up): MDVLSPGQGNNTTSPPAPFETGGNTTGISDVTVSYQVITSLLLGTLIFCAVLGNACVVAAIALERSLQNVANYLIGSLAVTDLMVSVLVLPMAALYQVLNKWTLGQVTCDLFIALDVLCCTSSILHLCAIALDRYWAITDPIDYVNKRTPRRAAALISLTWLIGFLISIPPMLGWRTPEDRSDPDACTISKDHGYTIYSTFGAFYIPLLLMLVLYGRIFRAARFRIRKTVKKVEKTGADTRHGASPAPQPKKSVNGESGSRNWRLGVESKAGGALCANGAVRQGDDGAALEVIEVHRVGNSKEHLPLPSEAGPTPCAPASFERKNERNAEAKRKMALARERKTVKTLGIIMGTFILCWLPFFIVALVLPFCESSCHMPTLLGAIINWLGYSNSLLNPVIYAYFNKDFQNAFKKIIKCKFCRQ
* = called active by the depositor; . = not tested or not shown; [ ] = remark or other dose.

SMILES | D1 mod | M1 ag | M1 antag | Hsp90 inh | NADH coupling | Autofluor 339 | Her2 expr inh | E coli RNAP | 5HT1a ag
O=C(CSc1nnc(CNC(=O)c2ccco2)o1)c1ccccc1 | 0.0093 | -0.95 | -0.13 | -6 | 5% | 1.1 | 52 | 13 | -0.1
CCCC(c1nnnn1C(C)(C)CC)N(Cc1ccco1)Cc1cc2ccc(OC)cc2[nH]c1=O (centres undefined) | . | . | . | -2 | 3% | 1.2 | 42 | 7 | -0.8
CC(=O)c1cccc(NC(=O)Nc2ccc3c(c2)N(C)C(=O)CS3)c1 | . | 3.2* | -0.99 | -6 | 4% | 1 | 58 | 6 | 0.4
CC(C)(C)NC(=O)CSc1nnc(-c2ccccn2)n1-c1ccccc1 | -0.32 | -0.92 | 0.55 | -1 | 5% | 1 | 104 | 8 | -1.4
COc1ccc(OC)c(N(CC(=O)O)S(=O)(=O)c2ccc(OC)c(OC)c2)c1 | -0.44 | . | . | -1 | 7% | 1 | 77 | 14 | -0.2
COCCn1c(=O)[nH]c2cc(C(=O)NCCN3CCN(c4cccc(Cl)c4)CC3)ccc2c1=O | -3.5* | 2.7 | -0.063 | . | 3% | 1.3 | 35 | 4 | 28*
O=C(c1ccco1)N1CCC(n2nnc3ccccc32)CC1 | -0.0038 | -0.36 | -0.59 | -3 | 4% | 1.1 | 82 | 2 | -0.9
Cn1c(=O)c2c(nc(Oc3ccc4c(c3)OCO4)n2Cc2ccc(Br)cc2)n(C)c1=O | . | -0.24 | -0.023 | 0 | 4% | 1.1 | 69 | -8 | 40*
Clc1ccccc1-c1nn2c(-c3ccccn3)nnc2s1 | . | 0.4 | -0.23 | -7 | 2% | 1.1 | 128 | 2 | -3.7
O=C(Nc1ccccc1-c1nnn(CC(=O)N2CCCc3ccccc32)n1)c1ccco1 | 0.11 | 1.1 | -0.38 | -1 | 0% | 1.1 | 94 | 3 | 1.8
O=C1Nc2c(Br)cc(Br)cc2C1(O)N1CCOCC1 (centres undefined) | 0.95 | -0.27 | 0.43 | -7 | 9% | 1.1 | 118 | 1 | 0.9
COc1ccc(-c2nc(SCC(=O)NCc3ccco3)c(-c3ccccc3)[nH]2)cc1OC | -2.2 | 5.8* | 0.56 | -5 | 9% | 1.2 | 67 | 4 | 1.3
CCOc1ccc(NC(=O)NCCN2C(C)CCCC2C)cc1 (centres undefined) | 0.12 | 0.045 | 0.0021 | -8 | 2% | 1.1 | 80 | 4 | -2.9
CCc1sc(NC(=O)CN2CCOCC2)nc1-c1ccccc1 | -0.032 | -1.2 | -0.31 | -5 | 2% | 1.1 | 104 | 11 | 7.8
CCOC(=O)C1=C(O)C(=O)N(c2ccc(S(N)(=O)=O)cc2)C1c1ccc(OC)cc1 (centres undefined) | -0.34 | -0.047 | -0.89 | -3 | 27% | 2.1* | 102 | 6 | -1.3
Cc1ccc(OCc2nnc(SCc3cc(=O)[nH]c4ccccc34)o2)cc1 | 1.8 | 0.69 | -1.4 | 1 | 10% | 1.1 | 89 | 5 | -0.4
N#Cc1cccc(-c2nnc(SCc3ccccc3C#N)o2)c1 | 2.7* | . | . | 0 | 6% | 1.1 | 112 | 7 | -0.8
CN1CCN(C(=O)CCn2nc(-c3ccccc3)c3ccccc3c2=O)CC1 | 2.4 | -0.04 | -0.44 | -4 | 3% | 1.1 | 91 | 1 | -1.1
CCN(CC)S(=O)(=O)N1CCC(C(=O)NCCN2CCOCC2)CC1 | 1 | 0.76 | 1 | -2 | 14% | 0.8 | 114 | 1 | -3.1
Cc1cc(=O)[nH]c(SCc2cc(Cl)ccc2OC(F)F)n1 | -0.35 | -0.8 | -0.12 | . | 10% | 1.1 | 103 | 4 | -2.7
Oc1cccc(Nc2ncnc3ccccc23)c1 | 0.19 | -0.95 | -0.13 | -1 | 12% | 1.1 | 127 | 5 | -0.7
Cc1c(N=C/C=C/c2ccccc2)c(=O)n(-c2ccccc2)n1C | 0.49 | 0.019 | -11* | 0 | 8% | 1 | 137 | 6 | -1.9
CCc1ccccc1NC(=O)N1C2CCCC1CC(NC(C)=O)C2 (centres undefined) | -0.79 | -0.6 | -0.39 | 2 | 4% | 1.1 | 70 | -3 | 1.9
Cc1c(C(=O)OC2CCCCC2)[nH]c2c1C(=O)CC(C)(C)C2 | 0.45 | -0.79 | 0.097 | -6 | 11% | 1.1 | 43 | 3 | -0.1
Cc1occc1C(=O)Nc1cc(=O)n(C)c(=O)n1C | -0.99 | -0.66 | 0.11 | -5 | 2% | 1.1 | 101 | 6 | -0.4
(listing goes on)
SMILES | D1 mod | M1 ag | M1 antag | Hsp90 inh | NADH coupling | Autofluor 339 | Her2 expr inh | E coli RNAP | 5HT1a ag
C=CCNc1ncnc2c1cnn2-c1ccc(Cl)cc1 | . | -0.58 | -0.008 | -2 | 4% | 1.1 | 102 | 10 | -0.8
CCOP(=O)(c1ccccc1)C1(C#N)CCCC1 (centres undefined) | . | -0.38 | 0.26 | -5 | 5% | 1.1 | 101 | 6 | 0.8
CCOC(=O)c1c(C)[nH]c(C(=O)OCC(=O)Nc2cc(C)ccc2OC)c1C | 0.76 | -0.46 | 0.58 | 0 | 5% | 1.1 | 70 | -3 | -1.0
COc1ccc(N=c2scc(-c3ccc(S(=O)(=O)N4CCOCC4)cc3)n2CCCO)cc1 | -0.034 | -1.7 | 0.89 | -2 | 2% | 1 | 99 | 2 | 2.7
CCN(C(=O)c1c(-c2ccccc2)noc1C)c1ccccc1 | -0.93 | 0.74 | -0.44 | 1 | 3% | 1.1 | 105 | -5 | 0.7
Clc1cc(Cl)c2nc(N3CCCC3)sc2c1 | -0.3 | 0.64 | -0.14 | -1 | 4% | 1.1 | 68 | 4 | -5.2
Fc1ccc(-n2cnnn2)c(F)c1 | -0.7 | -1 | -1.4 | -4 | 6% | 1 | 71 | 4 | 1.3
Cc1ccc(-n2nnc3c(=O)n(CC(=O)N4CCCC4)cnc32)cc1 | 0.035 | 0.16 | -0.28 | 0 | 7% | 1.1 | 117 | -1 | -1.1
O=C(OCC(=O)c1ccc[nH]1)c1ccc(S(=O)(=O)N2CCCCC2)cc1 | 0.031 | -0.0045 | -1.7 | -5 | 2% | 1 | 132 | 5 | 0.9
Cn1c([N+](=O)[O-])cnc1COC(N)=O | 0.72 | 0.87 | 0.39 | 2 | 4% | 0.98 | 101 | 11 | -1.4
CC1(C)Cc2cccc(OCC(=O)O)c2O1 | -0.61 | 0.047 | 0.1 | -1 | 2% | 1 | 88 | 18 | -6.1
COc1ccc(N2C(=O)CC(Cc3ccccc3)C2=O)cc1 (centres undefined) | 1.4 | 1.4 | 0.93 | -3 | 6% | 1.1 | 86 | 8 | 1.0
CCOCCCNC(=O)C(NC(=O)c1cnccn1)c1ccc(OC)cc1 (centres undefined) | -0.12 | 0.27 | -0.31 | . | 10% | 0.84 | 97 | -3 | -0.4
O=C(C1CCN(c2nnc(-n3cccc3)s2)CC1)N1CCN(c2cccc(C(F)(F)F)c2)CC1 | -1.2 | -0.027 | 1.6 | 0 | 5% | 1.1 | 74 | 6 | 4.3
O=C(Nc1cccc(-c2nc3ccccc3[nH]2)c1)c1cccc(NC(=O)c2ccco2)c1 | -0.73 | 5.1* | -0.98 | -7 | 1% | 1.2 | -17* | 9 | 2.3
O=C(O)c1oc2ccc(Br)cc2c1-n1cccc1 | -0.36 | 0.23 | 0.23 | -4 | 4% | 1.1 | 91 | . | -3.5
O=c1c(/C=N/O)coc2ccc3ccccc3c12 | 0.25 | -0.31 | -0.63 | -4 | 3% | 1.1 | 91 | -3 | 1.5
CCCN1CCN(C(=O)Cn2c(=O)oc3cc(S(=O)(=O)NCc4ccccc4)ccc32)CC1 | 0.31 | -0.07 | 0.16 | -1 | 2% | 1 | 73 | 6 | -0.3
CCOC(=O)C1CCN(c2ncnc3c2oc2ccc(Br)cc23)CC1 | 0.34 | -0.44 | 1.1 | -4 | 5% | 1.3 | 97 | 7 | 1.8
CC1(C)Cc2ccccc2C(/C(=N/O)C(N)=O)=N1 | -0.41 | -0.57 | 0.27 | -3 | 3% | 1 | 121 | 5 | -2.4
O=C(Nc1nc(-c2ccccc2)cs1)C1CCCN(S(=O)(=O)c2ccccc2)C1 (centres undefined) | 0.47 | 4.5* | -0.91 | -3 | 6% | 1.1 | 64 | -1 | -0.5
CC(=O)Nc1cccc(NC(=O)C2CCCN2C(=O)Nc2cccc(F)c2)c1 (centres undefined) | -0.047 | 0.062 | -0.51 | 2 | 6% | 1 | 81 | -2 | -1.2
COc1cccc(C(=O)N(Cc2cc3cc(C)ccc3[nH]c2=O)CC2CCCO2)c1 (centres undefined) | 0.39 | . | . | -6 | 7% | 1.8 | 64 | 9 | -2.5
Clc1ccc(Cc2noc(CN3CCN(c4ccccc4)CC3)n2)c(Cl)c1 | -0.18 | 0.34 | -0.46 | -2 | 5% | 1.1 | 56 | 6 | -2.3
CCCc1cc(C(=O)NCc2cccs2)no1 | 0.23 | 0.13 | -0.71 | -3 | 6% | 1.1 | 103 | 8 | 0.3
The results go on.
SMILES | D1 mod | M1 ag | M1 antag | Hsp90 inh | NADH coupling | Autofluor 339 | Her2 expr inh | E coli RNAP | 5HT1a ag
CCN1C(=O)c2ccccc2S(=O)c2ccc(C(=O)N3CCN(C(=O)c4ccco4)CC3)cc21 (centres undefined) | . | -0.026 | -1.3* | -4 | 1% | 1 | 103 | 7 | -0.1
O=C(NCc1ccco1)c1cc2n(n1)C(C(F)(F)F)CC(c1ccc(F)cc1)N2 (centres undefined) | -1.4 | -0.57 | 0.34 | 0 | 3% | 1 | 136 | 8 | 0.2
Cc1ccc(C(=O)Nc2cccc(C(=O)O)c2)cc1S(=O)(=O)N1CCCCC1 | -3.4 | 0 | 1.2 | 5 | 6% | 1.1 | 97 | 1 | -3.7
CCOC(=O)c1c(C)oc2c(F)c(F)c(F)c(F)c2c1=O | -0.42 | 0.23 | -0.5 | -6 | 2% | 1.1 | 7 | 10 | -1.4
COc1cccc(NS(=O)(=O)c2ccc3c(c2)n(C)c(=O)c(=O)n3C)c1 | 0.48 | 0.33 | 0.16 | 1 | 3% | 1 | 74 | 3 | -5.7
N=c1n(CCN2CCCCC2)c2ccccc2n1CC(O)c1cccc(Br)c1 (centres undefined) | -0.22 | -0.29 | -4.1* | -1 | 5% | 1.1 | 35 | 10 | -5.0
O=C(c1cccn2c(=O)c3ccccc3nc12)N1CCN(c2ccccn2)CC1 | -0.67 | -0.48 | -0.25 | 0 | 5% | 1.8 | 121 | -9 | 1.7
CCOc1ccc(C(N)=O)cc1OC | -0.062 | -0.062 | -1.8 | . | . | . | . | 5 | -0.3
CC(C)NS(=O)(=O)c1ccc(OCC(=O)Nc2ccccc2F)cc1 | 0.22 | 0.87 | -0.47 | -3 | 3% | 1.1 | 96 | 2 | -0.3
CCCN(CCC)CCCNS(=O)(=O)c1ccc2c(c1)oc(=O)n2C | -0.33 | -0.33 | 0.19 | 1 | 2% | 1.1 | 84 | 2 | 0.6
Cc1nn(CC(C)C)c(=S)[nH]c1=O | 0.49 | . | . | -2 | 4% | 1.1 | 97 | -3 | -3.2
Cc1cc(C)c2c(n1)nn1c(NCCCN3CCOCC3)cc(C)nc21 | -0.6 | 0.61 | 0.072 | 0 | 3%[fluoresces] | 3* | 76 | -5 | -1.9
Cc1ccc(-c2cc(C(=O)NCc3cccnc3)no2)cc1 | 0.056 | 0.11 | 0.033 | -2 | 2% | 1.1 | 61 | -2 | -3.4

Fetched one by one from above (3):
SMILES | D1 mod | M1 ag | M1 antag | Hsp90 inh | NADH coupling | Autofluor 339 | Her2 expr inh | E coli RNAP | 5HT1a ag
Cc1nn(CC(C)C)c(=S)[nH]c1=O | 0.49 | . | . | -2 | 4% | 1.1 | 97 | -3 | -3.2
O=C(c1cccn2c(=O)c3ccccc3nc12)N1CCN(c2ccccn2)CC1 | -0.67 | -0.48 | -0.25 | 0 | 5% | 1.8 | 121 | -9 | 1.7
Cc1ccc(C(=O)Nc2cccc(C(=O)O)c2)cc1S(=O)(=O)N1CCCCC1 | -3.4 | 0 | 1.2 | 5 | 6% | 1.1 | 97 | 1 | -3.7

Source: PubChem (several laboratories)
